# Source: PubChem (The Scripps Research Institute Molecular Screening Center)
# MITF primary – blocks human microphthalmia-associated transcription factor; AlphaScreen MITF homodimerization, bead proximity signal; 650,000 compounds, 0.91% hits; inhibition, % at 2.6 µM; O75030; in the data active = inhibition above about 50%;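 note: 0% = vehicle wells with protein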
# Target sequence (O75030 whole entry, looked up): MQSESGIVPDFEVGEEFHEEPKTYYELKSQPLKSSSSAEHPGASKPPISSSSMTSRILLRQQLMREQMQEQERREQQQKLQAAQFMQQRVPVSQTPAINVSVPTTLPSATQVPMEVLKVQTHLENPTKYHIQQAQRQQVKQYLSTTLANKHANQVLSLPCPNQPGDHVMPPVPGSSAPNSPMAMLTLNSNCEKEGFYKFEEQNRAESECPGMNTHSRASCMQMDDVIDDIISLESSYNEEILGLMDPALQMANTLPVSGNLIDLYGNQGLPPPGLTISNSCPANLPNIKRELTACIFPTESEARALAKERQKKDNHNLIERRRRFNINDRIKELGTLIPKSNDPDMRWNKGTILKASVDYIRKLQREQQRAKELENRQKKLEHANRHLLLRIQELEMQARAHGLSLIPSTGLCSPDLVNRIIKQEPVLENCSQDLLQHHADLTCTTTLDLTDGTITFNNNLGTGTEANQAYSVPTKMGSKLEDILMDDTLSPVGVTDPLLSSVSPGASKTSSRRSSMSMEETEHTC
# TEAD-YAP inh – TEAD-YAP interaction inhibition. HEK-TIYL cells, TEAD-Gal4/YAP UAS-luciferase luminescence. inhibition, % at 9.12 µM. 640,000 compounds, 1.4% hits. AID 1259422; in the data active = inhibition above about 32%;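 note: 0% = median of test compound wells and 100% = reference inhibitor wells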
# FBW7 activator – activators of human E3 ligase FBW7; Q969H0; AlphaScreen FBW7–phospho-cyclin E peptide binding, activator screen; normalized activity (activation), % at 26.1 µM; 650,000 compounds, 0.13% hits; in the data active = normalized activity above about 1.9%;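 note: purified mutant Fbw7 with reduced substrate affinity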
# GPR151 activ – human GPR151 activation; 650,000 compounds, 1% hits; PathHunter beta-arrestin GPR151 cells, luminescence; activation, % at 11.2 µM; in the data active = activation above about 4.9%;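 note: 0% = median of compound wells and 100% = cells with positive control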
# Target sequence (Q8TDV0 whole entry, looked up): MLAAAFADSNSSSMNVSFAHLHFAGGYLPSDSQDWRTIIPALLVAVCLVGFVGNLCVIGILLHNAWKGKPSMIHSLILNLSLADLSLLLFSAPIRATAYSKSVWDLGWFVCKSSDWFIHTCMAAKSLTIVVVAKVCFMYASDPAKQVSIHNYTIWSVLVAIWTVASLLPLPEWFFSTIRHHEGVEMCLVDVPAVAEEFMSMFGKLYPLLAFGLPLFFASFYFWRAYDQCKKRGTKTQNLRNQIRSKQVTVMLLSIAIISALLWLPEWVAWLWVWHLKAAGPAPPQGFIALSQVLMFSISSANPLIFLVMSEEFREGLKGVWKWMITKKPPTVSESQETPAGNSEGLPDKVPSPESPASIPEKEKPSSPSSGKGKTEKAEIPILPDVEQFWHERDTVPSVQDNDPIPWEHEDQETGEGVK
# Starred values were filed as active, the others as inactive; & = joins results of further samples.
# Letters: A = MITF primary; B = TEAD-YAP inh; C = FBW7 activator; D = GPR151 activ
> Cc1c(CCO)c(=O)[nH]n1S(=O)(=O)c1cccs1
  A: -6	B: -3	C: -0.1	D: -0.1
> Cc1c2ccccc2nc2c(F)c(NCCO)c(F)c(F)c12
  A: 24	B: -13	C: -0.1	D: -0.9
> CCOC(=O)c1sc2nc3c(c(-c4ccccc4Cl)c2c1N)CCCC3
  A: 4	B: -3	C: 0.1	D: -0.4
> COc1ccc(Cn2c(-c3ccc(OC)c(O)c3)nc3ccccc32)cc1O
  A: 5	B: -2	C: 0.1	D: 0.5
> COc1cc(/C=N/NC(=O)CN2CCCCC2)ccc1O
  A: 11	B: 8	C: 1.2	D: -1.2
> CCOc1ccc2c(c1)O/C(=C\c1cccc(OC(=O)N3CCOCC3)c1)C2=O
  A: 4	B: -8	C: 0.2	D: -0.3
> COc1cc(/C=C/c2ccncc2)ccc1OC(=O)c1ccc(S(=O)(=O)N(C)C)cc1
  A: 6	B: -4	C: 0.1	D: -2.8
> COc1ccccc1Nc1nc(-c2ccncc2)cs1
  A: -8	B: -40	C: 0.1	D: -1.4
> Cc1ccc(-c2[nH]nc3c2C(c2ccc(O)cc2)C(C#N)=C(N)O3)cc1 (configuration not stated)
  A: -7	B: 0	C: -0.2	D: 0.1
> CCCC(=O)Nc1nc2ccc(F)cc2s1
  A: -4	B: -57	C: 0.0	D: 0.0
> COc1cccc(/C=N/NS(=O)(=O)c2ccc(C)cc2)c1
  A: 77*	B: 0	C: 0.0	D: 0.7
> CCOCCCNC(=O)CN(c1ccc(Br)c(C)c1)S(C)(=O)=O
  A: 7	B: -4	C: 0.1	D: -0.1
> CCOC(=O)c1sc(NC(=S)NC(=O)c2cc3ccccc3o2)nc1C
  A: -13	B: -8	C: -0.1	D: 1.3
> O=C1C2CN=NC2C(=O)N1c1cccc(C(F)(F)F)c1 (configuration not stated)
  A: -5	B: 9	C: -0.1	D: 0.8
> CCOC(=O)c1cccc(NS(=O)(=O)c2cc3[nH]c(=O)c(=O)[nH]c3cc2C)c1
  A: 2	B: 2	C: -0.1	D: -1.1
> Cc1ccc(NC(=O)c2sc3ncn(CC(=O)N4CCCC(C)C4)c(=O)c3c2C)c(Br)c1 (configuration not stated)
  A: 11	B: 1	C: -0.2	D: 1.2
> CN(CCC#N)S(=O)(=O)c1ccc2[nH]cc(C(=O)NCc3ccccc3)c(=O)c2c1
  A: 0	B: 8	C: 0.1	D: -0.1
> C=CCNCCC1CCC(=O)N1Cc1ccc(C)c(F)c1 (configuration not stated)
  A: 12	B: 5	C: 0.1	D: 0.9
> Cn1c(/C=C/c2cccc3ccccc23)c([N+](=O)[O-])c(=O)n(C)c1=O
  A: 13	B: -3	C: 0.2	D: -1.8
> Nc1cc(N2CCOCC2)c(F)cc1[N+](=O)[O-]
  A: -17	B: -11	C: -0.2	D: 4.3
> CC(C)CNC(=O)c1nn2c(C(F)(F)F)cc(-c3ccco3)nc2c1Br
  A: -4	B: 4	C: 0.1	D: 1.8
> CC(C)c1ccc(/C=c2\sc3nc(-c4cccnc4)nn3c2=O)cc1
  A: 6	B: -4	C: 0.6	D: -0.4
> Cc1cccc(-c2ocnc2C(=O)N2CCN(CCn3c(C)ccc3C)CC2)c1
  A: 14	B: 6	C: 0.0	D: -0.8
> O=C1CCCC2=C1C(c1ccc(O)c(Cl)c1)C1=C(CCCC1=O)O2
  A: -13	B: 34*	C: -0.1	D: 7.4*
> NC(=O)[C@@H]1CCCN1C(=O)CCC1(Cc2ccc3ccccc3c2)CCC(=O)N1 (some centres not stated)
  A: 13	B: -5	C: 0.0	D: -0.6
> CC(=O)Nc1ccccc1NC(=O)CCCOc1ccc(Cl)cc1Cl
  A: 2	B: 17	C: 0.0	D: -0.4
> CCC(CC)NC(=O)c1ccc(C)c([N+](=O)[O-])c1
  A: 1	B: -1	C: 0.0	D: 5.2*
> O=C1c2cccnc2C(=O)N1Cc1ccc(S(=O)(=O)NCc2ccco2)cc1
  A: -10	B: -5	C: -0.4	D: 2.2
> CCCCN(C)C(=O)c1ccc2c(c1)NC(=O)c1ccccc1S2
  A: -6	B: 9	C: -0.1	D: 0.5
> COc1cccc(S(=O)(=O)Nc2ccc(C(=O)NCc3ccco3)cc2)c1
  A: 9	B: 9	C: 0.0	D: -0.7
> COC(=O)CC12CC3CC(CC(C3)C1)C2
  A: 0	B: 13	C: 0.0	D: -0.8
> CCOC(=O)c1ccc(N2C(=O)CC(N3CCN(c4cccc(C(F)(F)F)c4)CC3)C2=O)cc1 (configuration not stated)
  A: 1	B: -9	C: -0.1	D: -0.2
> O=C(CN1C(=O)CCSc2ccccc21)NCCc1ccccc1
  A: 0	B: -3	C: -0.2	D: 1.7
> CC(C)=CCN1CCN(Cc2cc3ccccc3[nH]2)CC1CCO (configuration not stated)
  A: -1	B: -8	C: 0.4	D: -1.4
> CC(=O)Nc1ccc(NC(=O)C2CC(=O)N(c3cccc(C)c3C)C2)cc1 (configuration not stated)
  A: 15	B: 0	C: 0.6	D: -0.6
> COCC(=O)NCCc1ccc(OC)c(OC)c1
  A: 12	B: -2	C: 0.4	D: 1.5
> O=C(CN1CCN(c2ccccn2)CC1)Nc1ccc(F)cc1F
  A: 4	B: -12	C: 0.2	D: -0.2
> COc1ccc(CC2c3cc(OC)c(OC)cc3CC[N+]2(C)CCC(=O)OCCCCCOC(=O)CC[N+]2(C)CCc3cc(OC)c(OC)cc3C2Cc2ccc(OC)c(OC)c2)cc1OC (configuration not stated)
  A: 9&0	B: 6	C: 0.0&0.5	D: 4.7&-0.4
> CCc1c(C)nc2ncnn2c1NCCc1ccccc1
  A: 2	B: 20	C: -0.1	D: 0.6
> COc1ccc(OC)c(NC(=O)CNC(=O)c2nn(-c3ccc(OC)cc3OC)c(=O)c3ccccc23)c1
  A: 23	B: 3	C: 0.3	D: -1.4
> O=c1[nH]c(O)c(N=Nc2ccc(OC(F)F)cc2)c(=O)[nH]1
  A: -2	B: 3	C: 0.0	D: -0.5
> Cc1ccccc1NC(=S)NC(=O)C(C)C
  A: -12	B: 1	C: 0.1	D: 1.4
> O=C1NC(=Nc2ccc(O)cc2)S/C1=C/c1ccccc1
  A: 18	B: 2	C: 0.2	D: -0.9
> O=C(Cn1c(-c2ccccc2F)nc2ccccc2c1=O)Nc1ccc(F)c(Cl)c1
  A: 2	B: -3	C: 0.0	D: 0.5
> CCCc1cc(C(=O)NNC(=S)NCc2ccco2)cs1
  A: -5	B: 3	C: -0.2	D: 1.3
> COc1ccc(-c2nc(-c3cc4cc([N+](=O)[O-])c(O)cc4oc3=O)cs2)cc1
  A: -12	B: -6	C: 0.1	D: 0.4
> Cc1csc(NC(=O)CSc2[nH]c(=O)ncc2C)n1
  A: 17	B: -5	C: 0.8	D: 3.1
> COc1ccc(S(=O)(=O)N2CC(C)CC(C)C2)c(C)c1C (configuration not stated)
  A: 16	B: 14	C: 0.2	D: -0.3
> CCOc1ccc2ccccc2c1C(=O)NCc1cccnc1
  A: -10	B: 7	C: -0.2	D: 1.7
> COc1ccc(/C=N/NC(=O)c2cc(O)cc(O)c2)cc1
  A: 7	B: 28	C: 0.0	D: -1.1

# Continuation:
# Letters: A = MITF primary; B = TEAD-YAP inh; C = FBW7 activator; D = GPR151 activ
> O=[N+]([O-])c1cc(Cl)cc2c1O/C(=C/COc1ccc(F)cc1)C2N1CCOCC1 (configuration not stated)
  A: -3	B: 9	C: -0.1	D: -0.3
> Cc1cc(C)n2nc(C(=O)Nc3cnn(C45CC6CC(CC(C6)C4)C5)c3)cc2n1
  A: 3	B: -14	C: 0.1	D: 0.4
> COC(=O)c1c(NC(=O)c2cnn3c(C(F)(F)F)cc(-c4ccc(OC)cc4)nc23)sc2c1CCC(C)C2 (configuration not stated)
  A: 14	B: 4	C: -0.1	D: 0.3
> CCCCOC(=O)CSC1=C(C#N)C(c2ccccc2)C(C(=O)Nc2ccccc2C)=C(C)N1 (configuration not stated)
  A: 22	B: 7	C: 0.2	D: 0.4
> O=C(c1ccc([N+](=O)[O-])cc1)N1CCCC(C(=O)N2CCC(Cc3ccccc3)CC2)C1 (configuration not stated)
  A: -6	B: -9	C: -0.1	D: 2.5
> NC(=O)c1ccccc1NC(=O)c1cccn(OCc2ccccc2F)c1=O
  A: -7	B: -8	C: 0.1	D: 0.8
> O=C(/C(=C\c1ccc(OCc2ccccc2)cc1)n1ccccc1=O)N1CCOCC1
  A: -4	B: 4	C: 0.2	D: -0.1
> Cc1ccc(NC(=O)C2C3C=CC4(O3)C2C(=O)N(CCc2ccccc2)C4C(=O)NC2CCCCC2)cc1Cl (configuration not stated)
  A: 5	B: 8	C: 0.7	D: 1.7
> COc1ccc(/C=N/NC(=O)COc2ccc3ccccc3c2)cc1[N+](=O)[O-]
  A: -2	B: 1	C: 0.0	D: 0.1
> CC(C)N1C(=O)C(=Nc2ccc(Cl)c(S(=O)(=O)N(C)C)c2)c2ccccc21
  A: -1	B: -1	C: 0.0	D: -0.5

# 15 compounds from above, ordered by SMILES length, descending.
# Letters: A = MITF primary; B = TEAD-YAP inh; C = FBW7 activator; D = GPR151 activ
> COC(=O)c1c(NC(=O)c2cnn3c(C(F)(F)F)cc(-c4ccc(OC)cc4)nc23)sc2c1CCC(C)C2 (configuration not stated)
  A: 14	B: 4	C: -0.1	D: 0.3
> Cc1ccc(NC(=O)C2C3C=CC4(O3)C2C(=O)N(CCc2ccccc2)C4C(=O)NC2CCCCC2)cc1Cl (configuration not stated)
  A: 5	B: 8	C: 0.7	D: 1.7
> O=C(c1ccc([N+](=O)[O-])cc1)N1CCCC(C(=O)N2CCC(Cc3ccccc3)CC2)C1 (configuration not stated)
  A: -6	B: -9	C: -0.1	D: 2.5
> CCCCOC(=O)CSC1=C(C#N)C(c2ccccc2)C(C(=O)Nc2ccccc2C)=C(C)N1 (configuration not stated)
  A: 22	B: 7	C: 0.2	D: 0.4
> O=[N+]([O-])c1cc(Cl)cc2c1O/C(=C/COc1ccc(F)cc1)C2N1CCOCC1 (configuration not stated)
  A: -3	B: 9	C: -0.1	D: -0.3
> Cc1cc(C)n2nc(C(=O)Nc3cnn(C45CC6CC(CC(C6)C4)C5)c3)cc2n1
  A: 3	B: -14	C: 0.1	D: 0.4
> COc1ccc(/C=N/NC(=O)COc2ccc3ccccc3c2)cc1[N+](=O)[O-]
  A: -2	B: 1	C: 0.0	D: 0.1
> O=C(Cn1c(-c2ccccc2F)nc2ccccc2c1=O)Nc1ccc(F)c(Cl)c1
  A: 2	B: -3	C: 0.0	D: 0.5
> NC(=O)c1ccccc1NC(=O)c1cccn(OCc2ccccc2F)c1=O
  A: -7	B: -8	C: 0.1	D: 0.8
> COc1ccc(S(=O)(=O)N2CC(C)CC(C)C2)c(C)c1C (configuration not stated)
  A: 16	B: 14	C: 0.2	D: -0.3
> COc1ccc(/C=N/NC(=O)c2cc(O)cc(O)c2)cc1
  A: 7	B: 28	C: 0.0	D: -1.1
> O=C1NC(=Nc2ccc(O)cc2)S/C1=C/c1ccccc1
  A: 18	B: 2	C: 0.2	D: -0.9
> Cc1csc(NC(=O)CSc2[nH]c(=O)ncc2C)n1
  A: 17	B: -5	C: 0.8	D: 3.1
> CCCc1cc(C(=O)NNC(=S)NCc2ccco2)cs1
  A: -5	B: 3	C: -0.2	D: 1.3
> CCOc1ccc2ccccc2c1C(=O)NCc1cccnc1
  A: -10	B: 7	C: -0.2	D: 1.7

# Remaining list, next part
# Letters: A = MITF primary; B = TEAD-YAP inh; C = FBW7 activator; D = GPR151 activ
> CN1CCN(c2ccccc2NC(=O)COc2ccccc2[N+](=O)[O-])CC1
  A: 5	B: -9	C: -0.3	D: -0.5
> O=C(Nc1ccc(N2C(=O)C3C4C=CC(C4)C3C2=O)cc1)Nc1nnc(C(F)(F)F)s1 (configuration not stated)
  A: -10	B: -1	C: 0.0	D: 1.4
> O=C(NCCOc1ccccc1)c1ccnc(NC2CCN(Cc3ccccc3)CC2)c1
  A: -2	B: 4	C: -0.2	D: -2.2
> CCOC(=O)C1CCN(Cc2ccccc2OC)CC1
  A: 29	B: 1	C: 0.0	D: -0.5
> CCOc1ccc(C(=O)Nc2nc(-c3ccccc3)c(C(C)=O)s2)cc1
  A: 10	B: -3	C: 0.2	D: -1.5
> CN(C)CC(C)(C)CNS(=O)(=O)c1ccccc1
  A: 15	B: -3	C: -0.1	D: 2.5
> O=C(O)c1ccc2[nH]c(=O)c(Cc3ccccc3Cl)nc2c1
  A: -18	B: 2	C: 0.2	D: -0.2
> CC(C)(C)Nc1c(-c2ccc(Cl)cc2)c(=O)c1=O
  A: 2	B: 3	C: -0.1	D: -1.0
> CC(C)NC(=O)c1cc(=O)c(OCc2ccccc2)co1
  A: 9	B: -11	C: 0.1	D: 0.1
> c1cncc(-c2cnc3c(NCc4cccs4)nccn23)c1
  A: 0	B: 11	C: 0.0	D: 0.0
> O=C(Nc1ccccc1[N+](=O)[O-])c1cc2cc([N+](=O)[O-])ccc2oc1=O
  A: -4	B: 4	C: 0.9	D: -0.5
> Cc1cccc(C(=O)Nc2cc(C)c(C)cc2O)c1
  A: 9	B: -50	C: -0.1	D: -3.1
> O=C(O)c1ccccc1OP(=O)(O)O
  A: 17&15	B: 1	C: -0.1&-0.1	D: -2.0&1.4
> O=C(Cn1ncc2c(=O)oc3ccccc3c21)N1CCN(c2ccc([N+](=O)[O-])cc2)CC1
  A: 9	B: -1	C: 0.1	D: 0.1
> O=C(O)C1CCCCC1C(=O)Nc1cccc(Cl)c1 (configuration not stated)
  A: 14	B: 2	C: 0.1	D: 0.4
> O=C(CCCn1c(=O)oc2ccccc21)NNC(=O)c1ccc(Br)s1
  A: 5	B: 4	C: -0.1	D: 0.2
> CC(=O)Oc1ccc(C2=NN(c3ccccc3)C(c3ccccc3)C2)cc1 (configuration not stated)
  A: -3	B: -2	C: 0.1	D: 1.2
> O=c1c2c3c(sc2nnn1Cc1cccnc1)CCCC3
  A: -1	B: -6	C: 0.0	D: 0.7
